Polio RdRp inh – inhibitors of poliovirus RNA polymerase binding and polymerization. % elongation, % (compound at 16.7 µg/mL). P03300. 0.66% of 150,000 active. poliovirus polymerase elongation, fluorescence polarization; stronger effect = lower value; in the data active = % elongation below about 90%; note: some results filed as inactive read as strong as hits
Target sequence (P03300 1749-2209 limits assumed): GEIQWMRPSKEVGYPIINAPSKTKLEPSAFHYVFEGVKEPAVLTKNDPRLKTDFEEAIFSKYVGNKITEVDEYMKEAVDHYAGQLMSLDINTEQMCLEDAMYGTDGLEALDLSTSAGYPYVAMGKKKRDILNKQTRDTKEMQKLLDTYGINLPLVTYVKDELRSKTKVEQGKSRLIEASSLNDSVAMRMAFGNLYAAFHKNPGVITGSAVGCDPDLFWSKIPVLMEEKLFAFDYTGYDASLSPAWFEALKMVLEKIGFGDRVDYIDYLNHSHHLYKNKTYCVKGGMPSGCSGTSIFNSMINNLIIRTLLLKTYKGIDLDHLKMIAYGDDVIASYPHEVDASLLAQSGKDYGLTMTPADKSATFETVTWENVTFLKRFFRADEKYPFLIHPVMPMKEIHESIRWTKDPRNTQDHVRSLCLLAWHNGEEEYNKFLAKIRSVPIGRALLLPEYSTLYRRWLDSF
Polio RdRp inh FP z-score – recorded beside Polio RdRp inh, whose call it bears; z-score; measured here: FP z-score; hits read low
* hit, by the source's call; & = joins results of further samples.

SMILES | Polio RdRp inh | Polio RdRp inh FP z-score
COc1ccc(Cn2ccc3nc(C)c(C(=O)NCc4ccc(C)cc4)cc3c2=O)cc1 | 109.0 | 0.6
NC(=O)CSc1nnc(-c2ccco2)n1N | 101.0 | 0.6
O=C(CSc1nncs1)NC(=O)C1CCCCC1 | 99.0 | -0.3
O=C(O)/C=C/S(=O)(=O)c1ccccc1 | 104.0 | 0.4
COc1ccc(/C=N/NC(=S)Nc2c(C)n(C)n(-c3ccccc3)c2=O)cc1OC | 100.0 | 0
COc1ccc(/C=C\c2onc(C)c2S(=O)(=O)N2CCC(C(=O)Nc3ccc(C)cc3C)CC2)cc1 | 107.0 | 0.5
CCOc1ccc(NC(=O)CS(=O)(=O)Cc2nc(-c3ccc(C)cc3)oc2C)cc1 | 110.0 | 0.7
CCOc1ccc2cc(C(=O)c3ccc(OC(F)F)cc3)oc2c1 | 106.0 | 0.4
CCCCN(C)CCCNC(=O)CN1C(=O)CSc2ccc(S(=O)(=O)N3CCOCC3)cc21 | 110.0 | -0.2
Cc1nn(C)cc1CNC(=O)c1ccccc1Br | 99.0 | -0.1
Cc1ccc(S(=O)(=O)CC(=O)N(C)C)cc1 | 101.0 | -0.1
O=C(NC1CC(=O)N(c2ccc(F)cc2)C1)C1CC1 (configuration not stated) | 102.0 | -0.9
Cc1nn(CC(C)C)c(Cl)c1C(=O)N1CCCC1c1nc2ccccc2s1 (configuration not stated) | 104.0 | 0.1
NNc1c(Cl)c(Cl)nc(C(=O)O)c1Cl | 104.0 | 0.3
COc1ccc(-c2cc3c(=O)n(CC(=O)Nc4ccccc4C(F)(F)F)ccn3n2)cc1OC | 108.0 | 0.4
O=C(OCc1nc2ccccc2s1)c1ccc(F)cc1F | 102.0 | 0.1
CN1CCN(C2CC3(C)C(CCC4C3CCC3(C)C(O)C(N5CCN(C)CC5)CC43)CC2O)CC1 (configuration not stated) | 101.0 | -0.2
CN1CCN(C2=Nc3c(Cl)cc(Cl)c4cccc2c34)CC1 | 57.0 | -5.1
C=CCNC(=O)c1c(O)nc2ccccn2c1=O | 101.0 | 0.4
COc1ccc(-c2cn3c(n2)sc2cc(C(=O)NCc4cccs4)ccc23)cc1 | 111.0 | 1
O=C(C1CCN(S(=O)(=O)Cc2ccccc2)CC1)N1CCN(c2ccccc2)CC1 | 109.0 | 0.4
O=C(Cn1ccc2cc(S(=O)(=O)N3CCCCC3)ccc21)NCCc1ccccc1Cl | 110.0 | 0.4
O=S(=O)(NCC1CCCO1)c1ccc(-c2cc(C(F)(F)F)no2)s1 (configuration not stated) | 101.0 | 0
Cc1cc(NS(=O)(=O)c2ccc(N)cc2)no1 | 100.0&100.0 | 0.1&0.1
COc1ccc(C(=O)Nc2ccc(Oc3ncnc4cc(Cl)ccc34)nc2)cc1 | 108.0 | 0.6
CC1CC(C)CN(C(=O)CC2Oc3ccccc3NC2=O)C1 (configuration not stated) | 100.0 | -1.2
O=C(Nc1ccc(F)cc1)Oc1ccccc1N1CCOCC1 | 100.0 | -0.4
O=c1oc(-c2cccs2)nn1CN1CCCC2CCCCC21 (configuration not stated) | 107.0 | 0.7
CC1=CC(=C2C(=O)c3ccccc3C2=O)C=C(C)O1 | 103.0 | 0.3
Cc1ccc(S(=O)(=O)N(C/C=C/c2ccccc2)C(=O)N2CCN(C)CC2)cc1 | 100.0 | 0
CCc1nc2ccc(C(=O)N3CCN(c4cc(C)ccc4C)CC3)cc2nc1CC | 108.0 | 0.3
COc1cc2c(-c3cc(Br)ccc3O)nc3c(c(C)nn3-c3ccccc3)c2cc1OC | 104.0 | 0
CC(Oc1ccccc1)C(=O)NC1CCSc2ccccc21 (configuration not stated) | 105.0 | 0.3
Cc1ccc(Cl)cc1N1CCN(C(=O)C2CCN(Cc3nc(-c4cccc(Cl)c4)oc3C)CC2)CC1 | 106.0 | 0.1
O=C(Nc1ccc(S(=O)(=O)Nc2cccc(C(F)(F)F)c2)cc1)c1ccco1 | 100.0 | -0.3
Cc1ccc(Cl)cc1N1CCN(C(=O)CSc2cc(=O)n(C)c3ccccc23)CC1 | 101.0 | -0.5
COc1cccc(-n2c(/C=C/c3ccccc3O)nc3ccccc3c2=O)c1 | 108.0 | 0.4
COC(=O)C(C#N)c1nc2ccccc2nc1N1CCN(c2ccc(F)cc2)CC1 (configuration not stated) | 80.0 | -1.8
O=C1COc2ccccc2CN1c1ccc(Cl)cc1 | 111.0 | 1.2
CCSC1(SCC)N=C(N)C2(C#N)C(c3ccc(F)cc3)C12C#N (configuration not stated) | 101.0 | -0.4
CN(CC(=O)N1CCc2ccccc21)S(=O)(=O)c1ccc(-c2ccc(=O)[nH]n2)s1 | 102.0 | 0.6
COc1ccc(-c2oc3ncn4nc(-c5ccccc5)nc4c3c2-c2ccc(OC)cc2)cc1 | 102.0 | 0.1
CC(C)CCC1CC(C)(C(C)O)OC1=O (configuration not stated) | 106.0 | 1.6
Cn1cccc1C(=O)OCC(=O)c1c[nH]c2ccccc12 | 104.0 | 0
COC(=O)C1=CN(Cc2cccs2)C=C(C(=O)OC)C1c1cccc(OC)c1 | 104.0 | 0.5
CC(C)NC(=S)N/N=C/c1ccccc1C(=O)O | 108.0 | 0.5
CC1Cc2cc(S(=O)(=O)CCC(=O)Nc3ccc(F)c(Cl)c3)ccc2N1C(=O)C1CC1 (configuration not stated) | 105.0 | -0.4
COc1ccc(-n2c(Cc3ccccc3)nnc2SCc2nc(-c3ccccc3C)no2)cc1 | 105.0 | -0.3
Oc1c(Br)cc(Br)c2cccnc12 | 99.0 | -0.1
Cc1ccccc1NC(=O)N1CC(C)CC(C)C1 (configuration not stated) | 104.0 | 0.9
C[C@]12C=CC(=O)C=C1CCC1C2[C@@H](O)C[C@@]2(C)C1CC[C@]2(O)C(=O)CO (some centres not stated) | 100.0 | 0.1
Cc1ccc(-n2c(-c3ccccc3)csc2=NC(=O)c2ccccc2)cc1 | 107.0 | 1.1
Cc1ccc(CNC(=O)CN2CCOc3ccccc32)cc1 | 100.0 | 0
Cc1cccn2cc(-c3cccc(NC(=O)C(C)C)c3)nc12 | 103.0 | -0.7
O=C(CSc1nnc(COc2ccccc2)o1)NCCc1ccccc1 | 101.0 | -0.3
Cc1ccc(-c2nnn(CC(=O)N3CCCC3c3ccc4c(c3)OCCCO4)n2)cc1 (configuration not stated) | 105.0 | 0.3
CC(C)NC(=O)c1cnc2sc(N3CCCCCC3)nn2c1=O | 111.0 | 0.5
Cc1ccc(S(=O)(=O)N2CCCC(c3nc4c(nnn4Cc4ccc5c(c4)OCCO5)c(=O)[nH]3)C2)cc1 (configuration not stated) | 100.0 | -0.1
CCSc1ccc(NC(=O)CC2c3ccccc3Oc3ccccc32)cc1 | 104.0 | 0.7
COc1ccc(-n2nc(C(=O)N3CCC(C)CC3)c3c4ccccc4n(C)c3c2=O)cc1 | 100.0 | -0.3

Grouped by structure: the entries above containing a Cl atom.
SMILES | Polio RdRp inh | Polio RdRp inh FP z-score
Cc1nn(CC(C)C)c(Cl)c1C(=O)N1CCCC1c1nc2ccccc2s1 (configuration not stated) | 104.0 | 0.1
NNc1c(Cl)c(Cl)nc(C(=O)O)c1Cl | 104.0 | 0.3
CN1CCN(C2=Nc3c(Cl)cc(Cl)c4cccc2c34)CC1 | 57.0 | -5.1
O=C(Cn1ccc2cc(S(=O)(=O)N3CCCCC3)ccc21)NCCc1ccccc1Cl | 110.0 | 0.4
COc1ccc(C(=O)Nc2ccc(Oc3ncnc4cc(Cl)ccc34)nc2)cc1 | 108.0 | 0.6
Cc1ccc(Cl)cc1N1CCN(C(=O)C2CCN(Cc3nc(-c4cccc(Cl)c4)oc3C)CC2)CC1 | 106.0 | 0.1
Cc1ccc(Cl)cc1N1CCN(C(=O)CSc2cc(=O)n(C)c3ccccc23)CC1 | 101.0 | -0.5
O=C1COc2ccccc2CN1c1ccc(Cl)cc1 | 111.0 | 1.2
CC1Cc2cc(S(=O)(=O)CCC(=O)Nc3ccc(F)c(Cl)c3)ccc2N1C(=O)C1CC1 (configuration not stated) | 105.0 | -0.4

Additional entries.
SMILES | Polio RdRp inh | Polio RdRp inh FP z-score
CC1=C(C(=O)N2CCOCC2)C(c2ccccc2)NC(=O)N1 (configuration not stated) | 106.0 | 0.3
CCOC(=O)c1ccc(Nc2ccc(-c3ccc(OC)c(OC)c3)nn2)cc1 | 105.0 | 1.2
O=C(Cn1c(=O)oc2cc(S(=O)(=O)NCc3ccccc3)ccc21)Nc1ccc(F)c(Cl)c1 | 105.0 | 0.1
CCCCc1nnc(SCC(=O)Nc2nccs2)n1CC | 101.0 | 0.4
CCOC(=O)C1=C(c2ccccc2)NC(SCC(N)=O)=C(C#N)C1c1ccco1 (configuration not stated) | 102.0 | 0.2
Cc1c(C(=O)OC2CCCC2)[nH]c2c1C(=O)CCC2 | 102.0 | 0.2
O=C(CSc1nn(-c2ccc(F)cc2)c(=S)s1)NC1CC1 | 106.0 | 0.3
CNC(=O)C1CCCN1S(=O)(=O)c1ccc(OC)cc1 (configuration not stated) | 103.0 | 0.4
CCN(c1cc(C)cc(C)c1)S(=O)(=O)c1nnc(NC(=O)c2ccco2)s1 | 109.0 | 0.2
CC(=O)N(C)Cc1nc(-c2ccc(Cl)cc2)no1 | 102.0 | 0.1
COc1ccc(-n2c(SCC(=O)c3ccc(Cl)cc3)nc3c([nH]c4ccccc43)c2=O)cc1 | 104.0 | -0.7
CC1(C)Cc2c(c(N3CCOCC3)[nH]c(=S)c2C#N)CS1 | 109.0 | 0.7
CN(C)CCN1C(=O)C(=O)/C(=C(/O)c2ccc(S(=O)(=O)N3CCOCC3)cc2)C1c1ccc(Br)cc1 (configuration not stated) | 102.0 | 0
CC(Sc1nnc(-c2ccccc2F)n1CCc1ccccc1)C(=O)NCc1ccco1 (configuration not stated) | 102.0 | -0.6
COc1ccc(-c2cc(C3CC3)nc(SCC(N)=O)c2C#N)cc1 | 99.0 | -0.3
CC1N=C(SCC#N)N2C(C)N=C(SCC#N)N12 (configuration not stated) | 109.0 | 0.9
COc1ccc(N2CCN(C(=O)CCC3=NS(=O)(=O)c4ccc(C(F)(F)F)cc4N3)CC2)cc1 | 104.0 | 0.3
CC(C)(C)C1CCC(OC(=O)CN2CCOCC2)CC1 (configuration not stated) | 100.0 | -0.6
N#Cc1ccc(NS(=O)(=O)c2ccc(-c3cnc(C4CC4)o3)cc2)cc1 | 103.0 | -0.7
CCn1c(CNC(=O)c2cccc(C)c2)nnc1SCC(=O)NC1=NCCS1 | 102.0 | 0.2
O=C1CCCN2N=C(SCC(=O)Nc3ccccc3C(F)(F)F)SC2=N1 | 102.0 | 0.5
COc1cc(OC)cc(-c2cc3nc(C)c(CCC(=O)NCc4ccc(Cl)cc4)c(C)n3n2)c1 | 110.0 | 1.5
CCC12CN3CC(CC)(CN(C1)C3c1cc(Br)ccc1OC)C2=O (configuration not stated) | 107.0 | 0.2
CCc1ccc(N(CC)C(=O)c2cn(C)c(=O)c3cc(OC)c(OC)cc23)cc1 | 101.0 | -0.4
CN(C(=O)c1cc2c(s1)-c1ccccc1OC2)c1ccccc1 | 103.0 | 0.5
N#Cc1c(N2CCCC2=O)sc2c1CCCCC2 | 101.0 | 0
CN(C(=O)CO/N=C/c1ccc(OC(F)F)cc1)C1CCS(=O)(=O)C1 (configuration not stated) | 103.0 | -0.1
CNC(=C[N+](=O)[O-])NCCSCc1csc(CN(C)C)n1 | 100.0 | 0
CCCCn1c(NCc2ccccc2OC)nc2ccccc21 | 101.0 | 0.3
CN(C)c1ccc(NC(=O)c2sc(=S)[nH]c2N)cc1 | 107.0 | 0.4
CC1CCCCN1CCn1cnc2c([nH]c3ccc(Cl)cc32)c1=O (configuration not stated) | 106.0 | 1.4
Cc1cccc(NC(=O)CSc2nc(C3CCCC3)nc3c2c(=O)n(C)c(=O)n3C)c1C | 105.0 | -0.6
Cc1cc(C)cc(Nc2cc(C(=O)NC3CCCCC3)c3ccccc3n2)c1 | 106.0 | -0.5
CCOC(=O)C1=C(CN2CCC(C)CC2)NC(=O)NC1c1ccc(OC(C)C)cc1 (configuration not stated) | 109.0 | 0.5
COc1cccc(CNC(=O)Cn2c(=O)ccc3cc(S(=O)(=O)N4CCC(C)CC4)ccc32)c1 | 107.0 | -0.2
CN(C(=O)CC(=O)Nc1ccc2nc3n(c(=O)c2c1)CCCCC3)c1ccccc1F | 105.0 | -0.7
COC(=O)c1cccc(NC(=O)NC(C)(C)C)c1 | 101.0 | -0.3
COc1ccccc1N1CCN(C(=O)Cn2ncc3c(=O)oc4ccccc4c32)CC1 | 108.0 | 0
CCOC(=O)c1cc(-c2ccccc2)n(CCC(=O)Nc2ccc(Cl)c(C(F)(F)F)c2)c1C | 100.0 | -0.6
O=C(O)CCC(=O)N1CCc2cc(S(=O)(=O)NCCc3ccc(Cl)cc3)ccc21 | 102.0 | 0.8
COc1ccc(N2CCN(c3oc(/C=C/c4cccc(OC)c4)nc3C#N)CC2)cc1 | 106.0 | -0.5
CCCc1c(C(=O)NC2CCN(C(=O)OCC)CC2)cnn1-c1ccccc1 | 109.0 | 0.7
Cc1cc(C)c(S(=O)(=O)NCC23C=CC(O2)C2C(=O)N(c4ccc(Cl)cc4)C(=O)C23)c(C)c1 (configuration not stated) | 102.0 | 0.1
Cn1c(=O)c2c(c3ccccc31)OC(=O)CC2c1cccc(Cl)c1 (configuration not stated) | 102.0 | -0.1
COc1ccc(-c2noc(CSc3nnc(Cc4ccccc4)n3-c3cccc(C)c3)n2)cc1 | 108.0 | 0.5
CC1CC(Nc2ccccc2)c2ccccc2N1 (configuration not stated) | 102.0 | 0.5
COC(=O)c1ccc(OC)c(Cn2c(=O)n(-c3cccc(Cl)c3)c(=O)c3c2c2cc(C)ccc2n3C)c1 | 104.0 | -0.3
CCOC(=O)c1c(NC(=O)c2cc3ccccc3c(=O)o2)sc2c1CCC(C(C)(C)C)C2 (configuration not stated) | 102.0 | -0.7
COc1ccccc1CNc1nc(-c2cccnc2)nn1C(=O)c1cccnc1 | 104.0 | 0.8
CCc1cccc(NC(=O)C2CCC(CNS(=O)(=O)c3csc(C(N)=O)c3)CC2)c1 (configuration not stated) | 106.0 | -0.2

Compound activity from PubChem.

Some of the compounds tested (hit frequency here may not be typical).
